TRPV1 agonist – activates the human vanilloid receptor TRPV1; 320,000 tested, 0.19% active; Q8NER1; TRPV1-expressing cells, Fluo-8 calcium influx, agonist mode; activation, % at 8.33 µM; in the data active means activation above about 80%; inconclusive means between about 30% and that limit; further: 0% is about no effect
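Cells expressing TRPV1 were dye-loaded with Fluo-8 and read kinetically: 10 s baseline, 3 min after compound (agonist portion), then 2 min after EC20 capsaicin (allosteric enhancer portion). Calcium-bound dye fluorescence at 480/520 nm.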
KCNH2 3.1 block – KCNH2 3.1 (human) potassium channel inhibition; activity change, % (tested at about 1.8 µM); 340,000 tested, 0.95% active; U2OS KCNH2 3.1, thallium flux FluxOr; active compounds read low;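 active means maximum activity change below -70%; inconclusive means maximum activity change from -70% to -50%; inactive means maximum activity change above -50%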;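 further: thallium influx rate constant from kinetic fluorescence after stimulation buffer; on the % scale 0 is the no-effect control and ±100 the full control effect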
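Normalized rate constant (relative to positive and negative DMSO controls) derived from a 2 min kinetic fluorescence read after stimulation; U2OS cells expressing the 3.1 isoform via virus at 1.77 x 10^8 /mL.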
a7 integrin act – activates integrin-mediated alleviation for muscular dystrophy | alpha7betagal myoblasts, beta-gal FDG fluorescence, 48 h | Potency, µM (series often up to 38.3 µM), for inactives: at the highest dose activation, usual class: activators | 350,000 tested, 0.064% active | AID 624291;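 further: potency means the concentration at half of the fitted maximal effect; 100% = response of the positive control SU9516; nearly all actives have a fitted effect of over 60% in size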
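Alpha7betagal+/- myoblasts (passage 13) were plated 16-24 hr, then exposed to compounds (1:260 dilution of DMSO stock) for 48 hours at 37C. After MPER lysis, β-galactosidase reporter activity was read as FDG fluorescence (ex 480/em 540) after 30 minutes.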
FBPA coupling cs – coupling enzyme interference in Giardia aldolase counter-screen. 290,000 tested, 0.67% active. activity change, negative = inhibition, % at 58.2 µM, hits read low. coupling enzyme system counterscreen, AmpLite Red fluorescence. AID 2472; in the data active means activity change below about -30%; further: on the % scale 0 is the no-effect control and ±100 the full control effect
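Compounds tested against the coupling enzymes alone at 57.5 uM final; readout was AmpLite Red fluorescence (525/598 nm) after 20 min at RT.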
S-ASM inh – inhibitors of human secretory acid sphingomyelinase; P17405; placental ASM, HMU-PC fluorogenic substrate, 60 min; Potency, µM (titrated, usually from 57.5 µM), without a hit: at the highest dose activity change, negative = inhibition, actives largely listed as inhibitors; 340,000 tested, 0.006% active; further: potency means the concentration at half of the fitted maximal effect
Target sequence (P17405 47-631 limits assumed): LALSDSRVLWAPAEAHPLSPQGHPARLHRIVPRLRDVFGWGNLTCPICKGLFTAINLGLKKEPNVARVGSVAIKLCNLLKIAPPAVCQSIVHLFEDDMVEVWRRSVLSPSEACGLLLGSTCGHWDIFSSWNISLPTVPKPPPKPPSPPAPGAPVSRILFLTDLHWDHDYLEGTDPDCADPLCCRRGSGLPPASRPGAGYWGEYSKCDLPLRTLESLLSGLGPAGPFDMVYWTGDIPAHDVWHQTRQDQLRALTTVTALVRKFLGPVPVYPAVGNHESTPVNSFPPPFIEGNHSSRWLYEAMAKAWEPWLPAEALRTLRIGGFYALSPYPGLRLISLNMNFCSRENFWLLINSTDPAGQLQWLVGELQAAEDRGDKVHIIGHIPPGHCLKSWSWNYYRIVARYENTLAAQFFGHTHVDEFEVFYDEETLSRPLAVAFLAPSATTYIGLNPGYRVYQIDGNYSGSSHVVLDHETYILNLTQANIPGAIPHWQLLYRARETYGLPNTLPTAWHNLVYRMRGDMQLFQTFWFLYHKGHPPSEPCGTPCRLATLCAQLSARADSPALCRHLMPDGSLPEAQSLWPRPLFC
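Human placenta-derived ASM enzyme was preincubated with compound for 10 minutes at room temperature, then given fluorogenic substrate HMU-PC0 (9 uM final) for 60 minutes at 37 °C; a pH 10 stop preceded fluorescence reading at Ex 386/Em 447 nm.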
AT treatment – potential ataxia-telangiectasia treatment. 320,000 tested, 0.19% active. Potency, µM (doses to about 57.5 µM), for inactives: top-dose activation, actives largely listed as activators. […] A-T fibroblasts, KAP-1 phosphorylation AlphaLISA; neocarzinostatin DNA damage 30 min before lysis; further: potency means the concentration at half of the fitted maximal effect; % of control where 0% means no effect; nearly all actives have a fitted effect of over 45% in size
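ATM-like activity read as KAP-1 phosphorylation via AlphaLISA donor/acceptor antibody pairs after lysis and 6 hr at 25C. Cells were ATM-null patient fibroblasts ([…], hTERT), dosed 60 min, then exposed to the DSB inducer NCS for 30 min.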
MLL CXXC-DNA inh – MLL CXXC-DNA interaction inhibition; Potency, µM (top dose mostly 115 µM), for the others: at the highest dose activity change, negative = inhibition, actives largely listed as inhibitors; 290,000 tested, 0.037% active; MLL-CXXC / FITC-HOXA9 DNA fluorescence polarization; Q03164; active means well fitted inhibition curve with a large enough effect in the polarisation, with a control signal flat, not every such curve was filed as active; inconclusive means small, poorly fitted or top-dose-only effect, or effect the other way, or a change in a side signal; inactive means no such curve, though single readings can be large or run the other way; the % refers to the polarisation; further: potency means the concentration at half of the fitted maximal effect
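Purified MLL-CXXC (added from a 7 uM solution) was preincubated 5 min at ambient with pinned compounds in 50 mM Tris-HCl pH 7.5, 50 mM NaCl, 1 mM DTT, 0.05% BSA. Fluorescein-labeled HOX-A9 DNA (50 nM solution) followed, 30 min, then polarization read.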
MBNL1-CUG inh – MBNL1-poly(CUG) RNA binding inhibition; Q9NR56; TR-FRET MBNL1-His/biotin-(CUG)12 binding, 665/545 ratio; Potency, µM (titrated, usually from 57.5 µM), inactives show at the top dose activity change, negative = inhibition, most hits filed as inhibitors; 280,000 tested, 0.036% active; AID 2675; active means well fitted inhibition curve with a large enough effect in the signal ratio, with a control signal flat, not every such curve was filed as active; inconclusive means small, poorly fitted or top-dose-only effect, or effect the other way, or a change in a side signal; inactive means no such curve, though single readings can be large or run the other way; the % refers to the signal ratio; further: potency means the concentration at half of the fitted maximal effect; on the % scale 0 is the no-effect control and ±100 the full control effect
Target sequence (Q9NR56 whole entry, looked up): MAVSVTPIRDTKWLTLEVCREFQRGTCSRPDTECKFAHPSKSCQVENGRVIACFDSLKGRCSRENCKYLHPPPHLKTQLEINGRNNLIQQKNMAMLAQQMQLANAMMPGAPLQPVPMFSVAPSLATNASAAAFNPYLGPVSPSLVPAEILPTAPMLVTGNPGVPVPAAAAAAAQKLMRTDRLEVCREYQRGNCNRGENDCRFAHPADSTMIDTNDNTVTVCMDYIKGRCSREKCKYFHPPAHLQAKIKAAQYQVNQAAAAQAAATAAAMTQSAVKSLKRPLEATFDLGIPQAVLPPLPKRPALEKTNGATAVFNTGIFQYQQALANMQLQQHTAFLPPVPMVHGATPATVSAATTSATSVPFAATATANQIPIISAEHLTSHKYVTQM
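His-tagged MBNL1 binding to biotinylated (CUG)12 RNA was measured by TR-FRET using terbium anti-His antibody (0.055 ng/ul final) and streptavidin-XL665 (5 nM final). Compounds were titrated 92 nM to 58 uM; 60 min at room temperature.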
GALK inhibitor – blocks human galactokinase activity | Purified GALK, Kinase-Glo residual ATP luminescence | Potency, µM (doses to about 57.5 µM), for the others: at the top dose activity change, negative = inhibition, actives largely listed as inhibitors | AID 1868 | 270,000 tested, 0.007% active; further: potency means the concentration at half of the fitted maximal effect; on the % scale 0 is the no-effect control and ±100 the full control effect
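ATP-depletion format; final 35 uM ATP, 100 uM D-galactose, 5 nM enzyme; pH 8.0 HEPES/Mg2+ buffer; 60 min RT; luminescence read 10 min after detection reagent.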
hERG WT inh – KCNH2 (human, wildtype) channel inhibition; Q12809; U2OS, BacMam KCNH2, thallium flux FluxOr; active compounds read low; activity change, % at 1.84 µM; 340,000 tested, 0.37% active; AID 720551;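 active means maximum activity change below -70%; inconclusive means maximum activity change between -70% and -50%; inactive means maximum activity change above -50%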; further: on the % scale 0 is the no-effect control and ±100 the full control effect
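U2OS cells were transduced with wild-type KCNH2 virus (2.03 x 10^8 / mL) for 4 h at room temperature, then cultured overnight at 37 C. Thallium flux was read with FluxOr dye. Rate constants were normalized to DMSO controls.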
Active calls of the source: *; ? = inconclusive; nt = no result given; & = joins results of further samples; [ ] = another dose, or the depositor's remark. Unless noted, the call rests on the fitted dose curve; in most records, active means well fitted curve in the direction sought with a large enough effect; inconclusive means small, poorly fitted or top-dose-only effect, or another doubt; inactive means no such curve, though single readings can be large; an effect the other way counts as inactive or inconclusive.

smiles	TRPV1 agonist	KCNH2 3.1 block	a7 integrin act	FBPA coupling cs	S-ASM inh	AT treatment	MLL CXXC-DNA inh	MBNL1-CUG inh	GALK inhibitor	hERG WT inh
O=C(Cn1ccc2ccccc2c1=O)NCCC(=O)Nc1cccc(Cl)c1	1.2	-13.1	8.2%	2.6	-2.4%	1.2%	-1.5%	0.6%	15.4%	6.4
Cc1cc(C)n(C(=O)c2ccncc2)n1	0.7	nt	nt	2.4	nt	8.7%	0.6%	-1.8%	10.4%	nt
COc1ccc(N2CCN(S(=O)(=O)c3cc(Br)cnc3N)CC2)cc1	-4.5	14.2	?	nt	2.6%	3.0%	2.1%	19.7%	6.4%	-8.7
COC(=O)[C@H](CC(C)C)NS(=O)(=O)N(Cc1ccccc1)[C@@H](CC(C)C)C(=O)OC	28.6	-6.1	-15.5%	nt	-4.3%	6.1%	nt	nt	nt	-12.7
CCNc1nc(Oc2ccc(C(=O)OCC)cc2)nc(SC)n1	3.3	-9.6	-12.9%	2.8	-5.9%	-2.3%	-8.1%	-1.2%	-1.6%	-0.3
COc1ccc(CCNC(=O)C2CC(=O)N(CCc3ccccc3)C2)cc1OC (stereo not given)	8.2	-7.4	-21.3%	0.2	-3.6%	10.3%	4.7%	1.6%	0.3%	-2.5
N#Cc1cc(C#N)c(SCC(=O)N2CC(=O)Nc3ccccc32)nc1N	-0.5	-1.8	10.7%	nt	-0.7%	-8.6%	nt	nt	nt	-12.6
Cc1cc(Br)ccc1OCCN1CCCC1	-3.7	-14.5	-3.1%	1.5	-6.6%	7.5%	-1.7%	-1.8%	6.5%	48.5
CCc1cc(C(=O)NNC(=S)NC(C)c2ccccc2)cs1 (stereo not given)	2.5	7.0	0.4%	0.7	2.4%	1.3%	14.1%	-6.3%	-2.9%	-5.7
CCOCCOC(=O)COC(=O)c1ccccc1NC(=O)c1ccccc1	-6.4	20.1	-19.7%	6.1	-0.4%	2.7%	2.9%	-1.9%	0.5%	-3.1
Cc1ccc(CNC(=O)CCSCc2ccccc2F)cc1	?	8.9	0.0%	1.7	0.5%	14.0%	-1.1%	-6.8%	-2.6%	6.4
Cc1sc(NC(=O)CSc2ncn(-c3ccccc3)n2)nc1-c1ccccc1	-0.7	-14.1	-0.3%	-0.8	-9.1%	nt	-0.9%	-0.7%	0.5%	-9.9
O=C(c1ccnc(Cl)c1)N1CCCC(Nc2ccc(F)cc2)C1 (stereo not given)	9.8	9.0	20.2%	-1.2	nt	-1.5%	-2.7%	6.6%	7.2%	12.5
O=c1c2ccccc2nc(SCc2nnc(-c3ccccc3)o2)n1-c1ccc(F)cc1F	-3.6	-14.6	-4.6%	-0.6	-11.2%	-2.4%	-1.5%	-13.3%	5.5%	-3.3
Cc1cc(C)nc(N2CCN(C(=O)CCC(=O)Nc3nnc(CC(C)C)s3)CC2)n1	9.0	-3.7	-15.1%	2.4	-0.3%	41.8%	-2.5%	-7.1%	-1.3%	-13.0
S=c1[nH]ncn1-c1ccccn1	-0.8	-22.4	26.9%	-0.3	7.8%	-1.4%	0.6%	9.9%	-0.3%	4.9
O=C(NNC(=O)C1COc2ccccc2O1)c1ccccc1O (stereo not given)	4.9	11.2	-17.7%	nt	-1.8%	-13.6%	nt	nt	nt	4.2
Cc1cc(N/N=C/c2ccccc2Br)nc2ccccc12	4.7	-82.4*	-8.2%	-2.4	-12.5%	6.3%	49.1%[activator]	-23.1%	-0.2%	-20.7
CC(C)c1ccc(/C=C/C(=O)Nc2nn[nH]n2)cc1	-2.4	nt	nt	2.3	nt	-3.2%	5.4%	11.8%	2.9%	nt
Cn1c(-c2ccc(C(F)(F)F)cc2)cc2onc(-c3ccccc3)c2c1=O	-2.1	nt	6.6%	nt	-0.7%	11.3%	nt	nt	nt	nt
COc1ccc(-c2nsc3c(N4CCCC4)ncnc23)cc1	1.3	3.2	2.5%	-0.9	-0.4%	10.1%	2.3%	-8.1%	4.7%	19.4
O=C(COC(=O)[C@H](Cc1ccccc1)NC(=O)c1ccco1)Nc1ccccc1OC(F)F	nt	-6.2	7.9%	nt	-2.0%	14.1%	nt	nt	nt	-11.2
C=CCn1c(SCc2ccccc2)nnc1-c1cccnc1	0.9	-0.1	8.8%	4.3	2.0%	2.3%	5.5%	-4.6%	-1.2%	6.1
CCc1nnc(NC(=O)CCC(=O)NC2CCCCCC2)s1	-3.0	31.5	-71.8%[inhibitor]	2.3	-3.3%	-0.6%	40.2%[activator]	-0.3%	-1.5%	7.3
O=C(O/N=C1/CCCc2occc21)c1ccccc1	9.8	4.5	13.7%	-2.6	-3.1%	1.5%	0.7%	-5.7%	1.7%	12.1
COc1ccc(C2Nc3ccccc3C(=O)N2NS(C)(=O)=O)cc1OC (stereo not given)	1.6	-6.1	2.4%	1.8	17.7%	0.7%	5.7%	-5.6%	0.4%	-13.3
Cc1ccc(CNC(=O)c2ccc(CN3CCOCC3)cc2)cc1	23.5	3.7	11.8%	4.8	3.9%	12.1%	-5.8%	-7.1%	1.0%	-0.3
Cc1ccc(NC(=O)C/C(N)=N/OC(=O)Nc2cccc(C)c2)cc1	0.4	6.2	6.8%	nt	0.7%	5.4%	nt	nt	nt	-20.0
COc1ccc(C(C(=O)NC2CCCCC2)N(C(=O)CCCC(=O)Nc2ccccn2)c2ccc3c(c2)OCCO3)cc1 (stereo not given)	nt	4.0	-13.1%	1.6	0.3%	7.7%	8.4%	9.5%	-1.4%	-13.1
Cc1ccc(N(CC(O)CN2C(=O)NC(C)(C)C2=O)S(=O)(=O)c2ccc([N+](=O)[O-])cc2)cc1 (stereo not given)	1.0	3.1	-34.2%	nt	3.4%	8.8%	15.6%	?	-2.5%	3.0
COc1ccc(C2/C=C\CN(C(=O)OCc3ccccc3)CC(=O)N2Cc2ccc(F)cc2)cc1 (stereo not given)	1.3	nt	16.2%	-0.9&8.8	-3.3%	-9.7%	7.0%	4.9%	4.4%	nt
COc1cccc(C(=O)OCCNC(=O)c2cccnc2)c1	-4.7	-2.3	13.8%	1.1	0.1%[11.5 µM]	-6.1%	-2.2%	6.1%	1.6%	-3.4
COc1ccc(/C=C/C(=O)NCC(=O)N/N=C(/C)c2ccc(Cl)cc2)cc1	1.0	-24.9	?	1.4	0.4%	-0.3%	3.6%	38.1%[activator]	5.6%	5.3
Cc1nc2ccccc2n1CCN1CCOCC1	4.2	10.3	-12.6%	0.3	3.2%	2.2%	1.8%	-10.1%	8.1%	-8.2
CCOCCCNC(=O)c1ccc2c(c1)N=C(CC)c1cc(Br)ccc1S2	?	25.0	-20.2%	-0.6	-8.4%	-1.9%	-1.9%	7.2%	-1.8%	-6.6
CCOC(=O)c1ccc(Cl)c(NC(=O)c2cccnc2)c1	-4.8	nt	nt	-2.4	nt	5.6%	-2.0%	8.6%	6.9%	nt
Cc1cc(N2CCN(c3cccc(C)c3C)CC2)nc(-c2ccccc2)n1	1.6	-23.3	-10.0%	2.4	-22.5%	4.3%	2.4%	-8.3%	0.5%	-3.9
CCN(C(=O)C1CCN(S(=O)(=O)c2ccc3c(c2)oc(=O)n3C)CC1)c1cccc(C)c1	8.4	12.7	12.7%	-0.3	0.7%	9.7%	-5.8%	-9.6%	0.2%	10.7
CCn1c(C)c(C)c2cc(C(=O)N3CCN(c4cccc(C)c4C)CC3)ccc21	3.4	7.5	6.5%	0.7	-22.0%	-2.1%	5.6%	2.1%	0.8%	-1.9
O=C(Nc1cc(Cl)ccc1N1CCOCC1)c1ccncc1	nt	11.9	21.8%	nt	-2.5%	-11.4%	nt	nt	nt	4.5
O=C(CCCN1C(=O)c2cccc3cccc(c23)C1=O)Nc1nccs1	-0.1	13.1	1.9%	1.1	1.6%	-13.5%	-8.0%	8.7%	4.2%	11.6
COc1ccc(Cl)c2sc(N(Cc3cccnc3)C(C)=O)nc12	1.4	39.7	0.0%	nt	-10.1%	1.1%	7.2%	2.2%	2.0%	12.1

High-throughput results as filed in PubChem.
